Bioassay records as filed in PubChem BioAssay.
FUS suppressor: qHTS for Suppressors of FUS Proteinopathy: Primary screen using FUS-linked yeast assay; S. cerevisiae FUS-expressing, growth rescue, OD600, 24 h; Potency, µM (titrated, usually from 76.6 µM), without a hit: at the top dose growth rescue (activation), hits mostly activators; 390,000 compounds, 0.24% hits; active = well fitted activation curve with a large enough effect; inconclusive = small, poorly fitted or top-dose-only effect; inactive = no such curve, though single readings can be large or run the other way;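 also: plate controls were DMSO vehicle for no effect and reference control for full effect; nearly all actives have a fitted effect of over 55% in size; some results filed as inactive show a strong effect at the top dose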
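Yeast expressing FUS under galactose induction, OD 0.005 in 2% galactose medium; compounds in a dilution series, 24 h at 30C. Growth rescue by absorbance at 600 nm; CP55940 positive control, DMSO negative.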
Starred values were filed as active, the others as inactive; ? = inconclusive. Potency is read from the fitted curve at half-maximal effect. The list is partial (hit frequency here may not be typical).

SMILES | FUS suppressor
COCCCN1C(=O)[C@H](CC(=O)NCc2cccc3ccccc23)[C@]2(C(=O)OC)CCCCC=C12 | 29%
CCCCOCCCNC(=O)C[C@@H]1C(=O)N2CCCC3=C2[C@@]1(C(=O)OC)CCCC3 | 3%
CC1(C)C=Cc2ccc(O)c(C(=O)/C=C/c3ccccc3)c2O1 | -6%
CCN(C(=O)CSc1nnc(-c2cccnc2)n1Cc1ccco1)c1ccccc1C | 23%
CCCC[C@H]1C2CC(OC(=O)Nc3ccccc3)C(C2)[C@H]2CCCCN21 (stereo partly specified) | -9%
CC[C@H](CCCc1ccccc1OC)CCS(=O)(=O)N(C)C | 24%
CCC(O)(c1ccc(NC(=O)OC(C)(C)C)cc1)c1cc(OC)cc(OC)c1 (stereo unspecified) | 22%
O=C(Nc1ccccc1)n1ccc2ccc(-c3ccc4cc[nH]c4c3)cc21 | 3%
S=C(Nc1cccc(Cl)c1)OCCN1CCCC12CCC(c1ccccc1)CC2 (stereo unspecified) | 8%
Cc1ccc(C(=O)NCC(=O)OCc2nc3sc(C)c(C)c3c(=O)[nH]2)cc1 | 5%
C#CCOCCOCCOCCNc1nc(N2CCOCC2)nc(N2CCN(C(=O)[C@H](CCC(=O)O)n3cc(C(N)CC(C)C)nn3)CC2)n1 (stereo partly specified) | 34%
CCC[C@H]1[C@@H](NC(=O)C2CCOC2)CC[C@@]23CCCN2C(=O)CCC[C@@H]13 (stereo partly specified) | -14%
CN(Cc1ccccc1F)C(=O)C1CCC(CNS(=O)(=O)c2cccc3cccnc23)CC1 (stereo unspecified) | 40%
COc1ccc(-c2cc(-c3nnc(SCC(=O)Nc4cccc(Cl)c4C)n3N)[nH]n2)cc1 | 3%
CC1CCN(c2c3c(nc4ncnn24)CCCC3)CC1 | -1%

Carrying on:
SMILES | FUS suppressor
N#Cc1ccc(Cn2ccc3ccc(-c4ccc5ccn(Cc6ccc(C#N)cc6)c5c4)cc32)cc1 | 34%
CC(C)(C)OC(=O)N1CCC(N[C@@H](Cc2c[nH]c3ccccc23)C(=O)NCC(c2ccccc2)c2ccccc2)(C(=O)NC2CCCCC2)CC1 | 10µM*
Cc1ccc(C(=O)C2CCN(CC(=O)NCc3cccs3)CC2)cc1 | -8%
O=C(c1ccc(F)cc1Cl)N1CCCC(c2nc(-c3cccs3)no2)C1 (stereo unspecified) | 8%
CN1C2=N[C@H](c3ccccc3Br)CC(=O)N2/C(=C\c2ccccc2)[C@@H]1c1ccccc1 | 27%
CC1CN(c2nc3ccccc3nc2SCC(=O)N2CCN(S(=O)(=O)c3ccccc3)CC2)CC(C)O1 (stereo unspecified) | ?
O=C(NCCc1ccccc1)OCc1cn(-c2cccc(F)c2F)nn1 | -10%
COc1ccc(-n2c(SCC(=O)Nc3ccc(C)c(Cl)c3)nc3ccccc3c2=O)cc1 | ?
CC(C)(C)N(NC(=O)Nc1cccc(F)c1)C(=O)c1ccccc1Cl | 8%
Cc1ccc(CNC(=O)OC(C)(C)C)c(/C=C/S(=O)(=O)NCCc2ccccc2)c1 | -8%
C[C@@H]1COc2cc(Br)ccc2S(=O)(=O)N1Cc1cn(CCC2OCCCO2)nn1 | 16%
c1ccc(OC2CCN(c3ncnc4sccc34)CC2)cc1 | 28%
O=C(C1CCCCC1)n1ccc2ccc(-c3ccc4ccn(Cc5ccccc5)c4c3)cc21 | 49%
O=C(OCC#CCSc1nnc(-c2cccc3ccccc23)o1)c1ccncc1 | ?
O=c1c2ccccc2n(Cc2ccno2)n1[C@@H](Cc1ccccc1)Cn1cc(C2CCCC2)nn1 | 15%

Following part:
SMILES | FUS suppressor
O=C(NCCc1ccccc1)O[C@H]1CC[C@@]23CCCN2C(=O)CCC[C@H]3C1 | 0%
COC(=O)C[C@H]1CC[C@H]2[C@H](COc3ccc(NS(=O)(=O)c4ccccc4C)cc3C(=O)N2C)O1 | 18%
CCOC(=O)C1CCN(C(=O)C(C)(C)NC(=O)Nc2ccc(Cl)cc2Cl)CC1 | 27%
Cc1cccc(C)c1NC(=O)Cn1nnc(-c2ccncc2)n1 | -5%
c1csc(-c2nnc(SCc3nc4ccccc4[nH]3)o2)c1 | 9%
CCOC(=O)CC[C@@]1(C(=O)OCC)C[C@@H](CC(=O)NCCc2ccccc2OC)C(=O)N2CCCC=C21 | 15%
CCn1c(SCC(=O)NN=Cc2c(C)nn(-c3ccccc3)c2C)nnc1-c1ccc(OC)c(OC)c1 | 17%
Cc1ccc(CN2CCCCC(NC(=O)C(C)(C)C)C2=O)cc1 (stereo unspecified) | 1%
CCC[C@H](/C=C/C(=O)OC(C)(C)C)Sc1ccc(OC)cc1 | -16%
Cc1cc2cc3c(cc2n2c(SCC(=O)Nc4nc(-c5ccccc5)cs4)nnc12)OCO3 | 5%
CS(=O)(=O)N1C[C@]2(c3ccccc3)CC1Cc1ccccc12 | 21%
CC(/C=N\NC(=O)CSc1nnc(-c2ccc(Br)cc2)n1-c1ccccc1)=C\c1ccco1 | 44%
C/C(=N/NC(=O)CSc1nnc(SCc2ccc(C)cc2)s1)c1cccc(O)c1 | 20%
Cc1ccc(OCc2nnc(SCC(=O)Nc3ccc4c(c3)OCO4)n2Cc2ccco2)cc1 | 16%
COc1ncc(-c2cc(C(C)=O)c3n(c2=O)CCC3)c(OC)n1 | -36%

The list goes on:
SMILES | FUS suppressor
N#CCC[C@@H]1CC[C@]2(CCCN(C(=O)c3cccnc3)C2)O1 | -11%
CCOC(=O)CC[C@@H]1CC[C@]2(CCCN(C(=O)c3ccco3)C2)O1 | -16%
C=CCNC(=O)CN(C(=O)c1csc2ccc(Cl)cc12)c1cccc(Br)c1 | 11%
CCCCCCCCN1CCS(=O)(=O)N(Cc2ccccc2)C(C(=O)OC)C1 (stereo unspecified) | 29%
CC(C)C[C@H](NC1(C(=O)NC2CCCCC2)CCCCC1)C(=O)NCCc1c[nH]c2ccccc12 | 6%
CCCC1CCC2(CC1)CCC2OC(=O)Nc1ccccc1OC (stereo unspecified) | -16%
CC(C)CN1C(=O)[C@@]2(CC(=O)N(C)C2c2ccccc2)c2cc(-n3cc(CN(C)C)nn3)ccc21 (stereo partly specified) | 14%
FC(F)(F)c1cccc(Cn2ccc3ccc(-c4ccc5ccn(Cc6cccc(C(F)(F)F)c6)c5c4)cc32)c1 | -4%
COC(=O)[C@]12C[C@H](CC(=O)NCC3CCCCC3)C(=O)N(Cc3ccco3)C1=C[C@H](C(C)C)O[C@@H]2C1CC1 | ?
O=C(NC1CCCCN(Cc2ccc(Cl)cc2)C1=O)c1c(F)cccc1F (stereo unspecified) | 8%
CC(C)(C)c1ccc(-c2nnc(SCC3CCCCO3)n2-c2ccc(Cl)cc2)cc1 (stereo unspecified) | 4%
O=S(=O)(CC1NCCc2ccccc21)NCCc1ccccc1 (stereo unspecified) | -23%
Cc1cccc(CNC(=S)OCCN2CCCC23CCC(c2ccccc2)CC3)c1 (stereo unspecified) | 26%
O=C(Nc1nc(Cc2ccccc2)c(-c2ccccc2)n1Cc1ccccc1)c1ccccc1 | ?
O=C(Nc1ccc2[nH]ccc2c1)c1cc(-c2ccc(Cl)cc2)nc2ccccc12 | 34%

Next part:
SMILES | FUS suppressor
CCN(CC)C(=O)CC[C@@H]1CC[C@]2(CCCN(C(=O)c3cccnc3)C2)O1 | -21%
CCC[C@H]1[C@@H](NC(=O)Nc2ccc3c(c2)OCO3)CC[C@@]23CCCN2C(=O)CCC[C@@H]13 | 2%
Cc1ccc(-c2nnc(SCC(=O)NNC(=S)Nc3ccccc3)n2C2CCCCC2)cc1 | ?
COc1ccc(C(C(=O)N(C)C2CCCC2)N(Cc2ccc(F)cc2)C(=O)c2csc3ccc(Cl)cc23)cc1OC (stereo unspecified) | ?
CCn1c2ccccc2c2cc(NC(=O)COC(=O)c3cccc(F)c3F)ccc21 | -8%
O=C(OCC#CCSc1nnc(-c2cccc3ccccc23)o1)c1ccc(C(F)(F)F)cc1 | 42%
COc1ccc(-n2c(SCC(=O)Nc3ccc(Oc4ccccc4)cc3)nnc2-c2ccc(C)cc2)cc1 | 10%
COC(=O)c1cnn(-c2ccc(Cl)cc2)c1/C=N/NC(=S)Nc1ccccc1 | 14%
Cc1ccc(/C=N\NC(=O)CN2CCN(S(=O)(=O)c3ccc(Br)cc3)CC2)s1 | 15%
COc1ccc(CN(CCN2CCOCC2)C(=O)c2cccc(F)c2F)cc1OC | -3%
Cc1csc(NC(=O)c2ccc(COc3ccccc3F)o2)n1 | -1%
CCC(CC)NC(=O)O[C@H]1CC[C@@]23CCCN2C(=O)CCC[C@H]3[C@H]1C | -5%
C#CCNC(=O)C[C@H]1C[C@@]2(C(=O)OC)C(=C[C@H](C3CCCC3)O[C@@H]2C)N(CCc2ccc(OC)c(OC)c2)C1=O | 29%
COc1ccc(C(=O)C2(C(=O)Nc3cc(C)cc(C)c3)CC(c3ccccn3)=NO2)cc1 (stereo unspecified) | 37%
COC(=O)[C@@H]1N=C(c2ccc(OC)cc2)O[C@]12C(=O)N(Cc1cn(Cc3ccccc3)nn1)c1cccc(Cl)c12 | 30%

CCCCNC(=O)C[C@H]1C[C@@]2(C(=O)OC)C(=C[C@H](C(C)C)O[C@@H]2C2CC2)N(CCc2ccc(OC)c(OC)c2)C1=O
  FUS suppressor = 37%

CC(=O)OC12CCCN(C1)/C(=C/c1ccccc1)C2 (stereo unspecified)
  FUS suppressor = -5%

O=C(CSc1nnc(-c2cnccn2)n1-c1ccccc1)Nc1ccc2c(c1)OCCO2
  FUS suppressor = 14%

COc1cccc(N2CCN(CC(=O)NCc3c(F)cccc3F)CC2)c1
  FUS suppressor = 39%

CCN(C(=O)[C@@H](C)[C@@H](O)c1ccc(C(C)=O)cc1)c1ccccc1
  FUS suppressor = 4%

CCOc1ccc(-n2c(SCC(=O)Nc3ccc(S(=O)(=O)Nc4nccs4)cc3)nnc2-c2ccncc2)cc1
  FUS suppressor = ?

Nc1nc2ncccc2cc1C(=O)c1c[nH]c2ccccc12
  FUS suppressor = -9%

Cc1ccccc1NC(=O)C1CCCN1S(=O)(=O)c1cccnc1 (stereo unspecified)
  FUS suppressor = 16%

C=CCN(C)CC#Cc1ccccc1C
  FUS suppressor = -17%

CCCC1CCC2(CC1)CCC2OC(=S)Nc1ccccc1Cl (stereo unspecified)
  FUS suppressor = -14%

COc1ccc(CNC(=O)O[C@H]2CC[C@@]34CCCN3C(=O)CCC[C@H]4[C@H]2C)cc1OC
  FUS suppressor = 4%

Clc1ccc(CSc2nnc(-c3cccs3)o2)cc1Cl
  FUS suppressor = -4%

CC(C)(C)c1ccc(S(=O)(=O)N2CCC(C(=O)NCC3COCCO3)CC2)cc1 (stereo unspecified)
  FUS suppressor = 5%

COc1ccc(-n2c(COc3ccc(Cl)cc3)nnc2SCc2nc3ccccc3[nH]2)cc1
  FUS suppressor = ?

C[C@@H]1[C@@H](O)C[C@@]2(C[C@H](O)c3ccccc3O2)O[C@H]1c1ccccc1
  FUS suppressor = -11%

O=C(Nc1ccc2c(c1)OCO2)NC1CCN(S(=O)(=O)c2ccc(F)cc2)CC1
  FUS suppressor = 8%

COC(=O)C[C@H]1CC[C@@H]2[C@H](COc3ccc(NC(=O)NCc4ccccc4)cc3C(=O)N2C)O1
  FUS suppressor = -8%

Cc1c[nH]c2cccc(-c3ccc(Cl)cc3)c12
  FUS suppressor = -12%

C=CCN(C(=O)[C@@H](C)[C@@H](O)c1ccc(C(C)=O)cc1)c1ccccc1
  FUS suppressor = 27%

CNc1ccccc1/C(O)=C(\C#N)C(=O)NCc1cccc2ccccc12
  FUS suppressor = -5%

CC(C)COc1ccc(-c2csc(N3CCC(C(N)=O)CC3)n2)cc1
  FUS suppressor = ?

COc1ccc(C(=O)N[C@H]2CC[C@@]34CCCN3C(=O)CCC[C@H]4[C@H]2C)cc1
  FUS suppressor = -6%

Cc1ccc(NC(=O)[C@H]2CC(=O)O[C@@H]2c2ccccc2)c(C)c1
  FUS suppressor = -4%

C=CCn1c(SCC(=O)O)nnc1-c1ccco1
  FUS suppressor = -4%

COc1cccc2c1[C@H](/C=C/c1ccccc1)[C@@H]([C@H](O)COC(C)=O)OC2
  FUS suppressor = -1%

COc1ccc(-n2c(SCC(=O)NNC(=S)Nc3ccc(C)cc3)nnc2-c2ccccc2)cc1
  FUS suppressor = 13%

CCN(C(=O)COC(=O)c1ccc(Sc2ncn[nH]2)c([N+](=O)[O-])c1)c1ccccc1
  FUS suppressor = 16%

COc1ccc(-c2noc(C3CCCN(C(=O)NC4CCC(C)CC4)C3)n2)cc1 (stereo unspecified)
  FUS suppressor = 1%

C[C@H]1[C@@H](NC(=O)c2ccc(C(C)(C)C)cc2)CC[C@@]23CCCN2C(=O)CCC[C@@H]13
  FUS suppressor = 21%

CN1[C@@H](Cc2ccccc2)COc2cc(N3CCCC3)ccc2S1(=O)=O
  FUS suppressor = -10%

CCC(C)[C@H](NC(=O)[C@H](Cc1ccccc1)NC(=O)OC(C)(C)C)C(=O)NCc1ccccc1Br (stereo partly specified)
  FUS suppressor = -3%

Rewritten with the structure last: part of the list above
FUS suppressor	SMILES
-12%	Cc1c[nH]c2cccc(-c3ccc(Cl)cc3)c12
27%	C=CCN(C(=O)[C@@H](C)[C@@H](O)c1ccc(C(C)=O)cc1)c1ccccc1

Grouped by structure: the compounds so far with a furan ring, fused or not
CCN(C(=O)CSc1nnc(-c2cccnc2)n1Cc1ccco1)c1ccccc1C
  FUS suppressor = 23%

CC(/C=N\NC(=O)CSc1nnc(-c2ccc(Br)cc2)n1-c1ccccc1)=C\c1ccco1
  FUS suppressor = 44%

Cc1ccc(OCc2nnc(SCC(=O)Nc3ccc4c(c3)OCO4)n2Cc2ccco2)cc1
  FUS suppressor = 16%

CCOC(=O)CC[C@@H]1CC[C@]2(CCCN(C(=O)c3ccco3)C2)O1
  FUS suppressor = -16%

COC(=O)[C@]12C[C@H](CC(=O)NCC3CCCCC3)C(=O)N(Cc3ccco3)C1=C[C@H](C(C)C)O[C@@H]2C1CC1
  FUS suppressor = ?

Cc1csc(NC(=O)c2ccc(COc3ccccc3F)o2)n1
  FUS suppressor = -1%

C=CCn1c(SCC(=O)O)nnc1-c1ccco1
  FUS suppressor = -4%
